# HSF-1 act: increases HSF-1 driven luciferase reporter signal | NIH3T3-HGL HSF-1 luciferase reporter, MG132, 8 h; 100% = twice DMSO control signal | activation, % at 9 µM | 300,000 compounds, 1.7% hits | AID 504408;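 active means mean replicate activation of at least 50% with a set share of replicates each reaching 50%; inconclusive means only one of those two conditions met; inactive means mean below 50% and too few replicates reaching it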;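 further: 0% = median of the neutral control wells and 100% = twice that signal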
# HSF1 inhib: HSF1 inhibition; NIH3T3-HGL HSE-luciferase, MG132-induced, luminescence 8 h; active compounds read low; 300,000 compounds, 0.77% hits; activity change, negative = inhibition, % at 7.5 µM (by protocol);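 active means more than half of replicate wells show activity change below -50%, luminescence cut by over half; inconclusive means some wells, but at most half, below -50%; inactive means no replicate well below -50%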;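 further: luciferase reports HSF-1 transcriptional activity via heat shock element; 0% = median of DMSO wells and -100% = zero luminescence signal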
# GSK3B inh: blocks human GSK3beta kinase activity. activity score (negative = inhibition), % at 10 µM. GST-GSK3beta kinase, ADP-Glo luminescence, 60 min; active compounds read low. 300,000 compounds, 0.038% hits. AID 2097;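 active means more than half of replicate wells score below -50%, meaning over 50% inhibition versus plate controls; inconclusive means some replicates but at most half score below -50%; inactive means no replicate scores below -50%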;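 further: 0% = median DMSO wells and -100% = median GW8510 positive control wells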
# Target sequence (P49841 whole entry, looked up): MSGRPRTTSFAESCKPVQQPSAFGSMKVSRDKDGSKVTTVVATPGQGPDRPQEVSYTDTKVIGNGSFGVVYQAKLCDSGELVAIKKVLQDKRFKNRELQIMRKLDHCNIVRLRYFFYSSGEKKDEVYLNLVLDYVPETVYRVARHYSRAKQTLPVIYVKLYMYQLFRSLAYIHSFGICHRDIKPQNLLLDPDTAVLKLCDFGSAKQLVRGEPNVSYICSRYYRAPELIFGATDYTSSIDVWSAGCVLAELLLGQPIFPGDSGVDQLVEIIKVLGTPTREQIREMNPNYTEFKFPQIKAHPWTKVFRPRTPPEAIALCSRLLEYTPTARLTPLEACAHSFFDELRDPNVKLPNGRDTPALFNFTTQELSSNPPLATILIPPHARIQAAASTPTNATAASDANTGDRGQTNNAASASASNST
#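 Assay system: GST-tagged human GSK3beta kinase, cell-free; Input: 1.6 ng GSK3beta; Medium: Tris/MgCl2 kinase buffer; Timing: 60 min enzyme reaction, room temperature; Signal: ADP-Glo luminescence quantifying ADP generated by kinase; Evaluation: score relative to plate controls; Benchmarks: DMSO neutral wells and GW8510 at 20 µM as positive.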
# Platelet DG rel: modulates dense granule release in human platelets. human platelet-rich plasma, SFLLRN dense granule ATP release, luminescence. inhibition, %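 (compounds screened at 7.5 µM in platelet-rich plasma)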. 300,000 compounds, 0.22% hits. AID 1663;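 active means mean replicate score, as percent of positive control, at or above 50; inconclusive means mean below 50 but at least one replicate at or above 50; inactive means mean and every replicate below 50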
# Dyrk1A ADPGlo: blocks rat Dyrk1A kinase activity; Q63470; ADP-Glo luminescence, NFATc1 peptide; inhibition, % at 12.5 µM; 310,000 compounds, 0.43% hits; AID 504441; in the data active means inhibition above about 50%;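 further: plate controls were vehicle with enzyme for no effect and no enzyme for full effect; many of its hits are not listed in these tables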
# IEC-6 cytotox: IEC-6 cytotoxicity, counter-screen for KLF5 inhibitors | luminescence viability | inhibition, % at 5 µM | 290,000 compounds, 0.78% hits; in the data active means inhibition above about 22%;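 further: 0% = plate median of test compound wells and 100% = cytotoxic reference compound wells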
# HSP90 refold inh: HSP90 refolding inhibition in rabbit reticulocyte lysate. luciferase refolding luminescence, 3 h. 290,000 compounds, 0.91% hits. AID 1789. inhibition, % at 5.6 µM;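 active means inhibition above the screen-wide mean plus 3 SD, computed separately per campaign, cut at about 16% in these data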;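 further: 0% = DMSO wells and 100% = 60 µM geldanamycin wells; inhibitors lower the luminescence because luciferase stays unfolded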
# aSyn 5UTR inh: 5' untranslated region of α-synuclein, MLPCN primary screen; alpha-synuclein 5'UTR reporter, inhibitor activity; inhibition, % (tested at 7.5 µM); 300,000 compounds, 0.82% hits; in the data active means inhibition above about 60%; inconclusive means no clear call, values can overlap the other calls;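 further: H4 neuroglioblastoma cells stably carrying SNCA 5'UTR luciferase fusion; 0% = DMSO wells and 100% = positive control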
# KLF5 inh: kruppel-like factor 5 inhibition; DLD-1 KLF5 promoter-luciferase reporter, luminescence; inhibition, % at 5 µM; 290,000 compounds, 0.23% hits; AID 1700;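 active means inhibition above a per-plate limit of that plate's mean compound inhibition plus 3 SD, cut at about 60% in these data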;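 further: 0% = DMSO wells and 100% = LY294002 at 200 µM; higher means less KLF5 promoter-driven luciferase light; inactives centre near -14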
# GSK3A inh: blocks human GSK-3 alpha kinase; 320,000 compounds, 0.1% hits; P49840; AID 2650; ADP-Glo luminescence, 60 min; inhibition, % at 10 µM;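 in the data active means inhibition above about 50%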;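 further: GST-tagged GSK-3 alpha with peptide substrate and 25 µM ATP; 0% = DMSO neutral wells and 100% = GW8510 positive control wells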
# Target sequence (P49840 whole entry, looked up): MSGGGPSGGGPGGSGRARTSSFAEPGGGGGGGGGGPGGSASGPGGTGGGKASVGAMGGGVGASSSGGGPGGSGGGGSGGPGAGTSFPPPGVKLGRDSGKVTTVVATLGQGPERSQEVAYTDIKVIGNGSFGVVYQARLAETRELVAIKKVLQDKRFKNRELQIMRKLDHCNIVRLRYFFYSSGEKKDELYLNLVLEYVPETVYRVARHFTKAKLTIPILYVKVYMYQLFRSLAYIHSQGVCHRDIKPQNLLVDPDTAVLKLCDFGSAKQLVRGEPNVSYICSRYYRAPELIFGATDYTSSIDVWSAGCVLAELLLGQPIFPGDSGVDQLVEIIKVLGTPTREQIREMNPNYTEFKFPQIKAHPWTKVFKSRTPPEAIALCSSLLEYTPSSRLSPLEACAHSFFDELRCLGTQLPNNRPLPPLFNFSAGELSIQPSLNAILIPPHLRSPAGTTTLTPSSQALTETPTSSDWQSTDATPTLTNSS
# Active calls of the source: *; u = inconclusive; x = not tested or not shown. Some of the compounds tested (hit frequency here may not be typical).
SMILES	HSF-1 act	HSF1 inhib	GSK3B inh	Platelet DG rel	Dyrk1A ADPGlo	IEC-6 cytotox	HSP90 refold inh	aSyn 5UTR inh	KLF5 inh	GSK3A inh
O=C(NCC1CCCN(C(=O)c2cscn2)C1)c1ccc(-c2ccccc2)cc1 (stereo not drawn)	15	2	1	4	1	-3	-4	1	-17	-1
O=C(CSc1ccc2nnc(-c3ccccn3)n2n1)N1CCN(c2ccccc2)CC1	4	-3	-3	16	18	-2	-1	7	-64	2
Cc1ccc(-c2nn(CC(N)=O)c(=O)c3ccccc23)cc1S(=O)(=O)N(C)C	7	-2	0	-2	0	-2	7	19	-12	1
CC(C)c1ccc(C(=O)N(c2ccccn2)C(C)c2ccco2)cc1 (stereo not drawn)	-12	-11	-4	-5	0	-3	-1	-161	-54	0
CC12CC3(C)CC(C)(C1)CC(C(=O)Nc1nn[nH]n1)(C2)C3	-12	-7	4	5	-1	-8	-1	17	-22	-5
CCN(CC)c1ccc2c(Cl)c(Br)c(=O)oc2c1	326*	280	1	10	2	50*	-1	2	-25	1
O=C1CC(=O)CC(c2ccccc2)C1	2	2	-8	-3	-2	-1	4	3	-13	0
CC(=O)c1cccc(S(=O)(=O)N2CCCC(c3nc(-c4ccc(C)o4)no3)C2)c1 (stereo not drawn)	-39	-21	4	2	6	-2	-4	-5	-23	1
COc1ccc(S(=O)(=O)N2CCOC2CNC(=O)C(=O)NCc2ccccn2)cc1C (stereo not drawn)	-3	-1	2	9	2	10	1	11	-2	0
COc1ccc2cc3cc(C(=O)N(C)C4CCCCC4)oc3nc2c1	-5	1	x	-2	8	-3	0	7	-172	-3
COc1ccc(NC(=O)CCN2C(=O)c3ccccc3S2(=O)=O)cc1	7	3	1	5	2	5	0	-7	-11	-7
CCOc1cccc2cc(C(=O)Nc3cc(C)on3)c(=O)oc12	11	-7	3	-2	1	-2	1	-48	5	-3
Cc1nn(C)c(C)c1CN(C)C(=O)C1CCC(=O)N(C2CCCCCC2)C1 (stereo not drawn)	5	-6	2	-3	-2	-7	2	-4	-31	-3
CC1(C)CC(=O)C2=C(C1)N(C1CCCCC1)C(=O)C2(O)C(F)(F)F (stereo not drawn)	29	-1	-1	0	-2	-4	2	-5	-8	2
CC(C)(C)NC(=O)COC(=O)c1ccc(F)cc1Cl	4	3	1	1	-1	0	2	-31	-17	0
COc1ccc(-c2[nH]ncc2CN(C)CCc2c(C)n[nH]c2C)c(F)c1	-20	-2	1	2	2	-5	-1	15	-34	-1
COc1ccc(N(CC(=O)NCc2ccccc2)S(=O)(=O)c2c(C)n[nH]c2C)cc1	5	2	1	-3	-1	-3	-1	-29	-8	-2
CCCc1nc(SCC(N)=O)[nH]c(=O)c1CC	-8	2	1	1	-2	-7	1	13	4	-3
CCOC(=O)CSc1nc2ccccc2c(=O)n1CCCCCC(=O)NCc1ccco1	8	3	-1	-1	2	0	3	-7	9	1
CCOC(=O)N1CCC(NS(=O)(=O)c2cc(C(=O)OC)n(C)c2)CC1	13	2	-4	-14	2	-3	0	7	-27	-1
O=C(CCC1CCCN(C(=O)C2(c3ccccc3)CC2)C1)N1CCN(c2ccccn2)CC1 (stereo not drawn)	21	2	8	7	0	0	-4	-8	-12	-2
CCCc1cc(=O)oc2cc3oc(C)c(C)c3cc12	6	1	2	-1	-4	1	0	9	2	2
CCOC(=O)C1=C(C)NC2=C(C(=O)CC(C)(C)C2)C1c1coc2ccccc2c1=O (stereo not drawn)	-7	-6	4	-1	-2	-3	-2	30	-46	2
O=C(COC(=O)C1(c2ccc(F)cc2)CCCC1)N1CCOCC1	33	2	-1	2	14	0	1	-21	-13	-4
CC(C)Oc1cccc(C(=O)NC(=S)Nc2cccc(C(F)(F)F)c2)c1	10	3	-3	2	-1	1	1	4	-22	-5
COc1ccccc1OCc1nnc(SCC(=O)N2CCCCC2)n1-c1ccccc1	3	2	3	0	-2	0	1	-5	-8	-2
COc1cc(N)cc(NC(=O)c2ccncc2)c1	-8	-8	-1	1	-4	-2	-2	-13	-7	5
Cc1ccc(S(=O)(=O)N(CC(=O)N/N=C/c2ccco2)Cc2ccccc2)cc1	-30	-13	5	-2	11	3	2	6	-23	0
COc1ccccc1CNC(=O)CCC(=O)n1ncc2cc(C)ccc21	-14	0	-3	3	3	5	-4	-4	-1	1
O=C1CCCC2=C1Sc1ccc(Cl)cc1N2	11	0	-5	-7	54*	-3	1	13	-10	8
CCSc1nc2sc3c(c2c(=O)[nH]1)CCc1ccccc1-3	10	-6	1	1	2	-3	1	-5	16	x
O=C1CC(c2ccco2)Cc2nc(NCC3CCCO3)ncc21 (stereo not drawn)	-10	-2	0	2	7	-2	-1	8	-14	3
Cc1nnc(SCC(=O)Nc2ccc(Cl)cn2)[nH]c1=O	3	-3	-26	0	-1	-2	-2	-1	-12	38
O=C(Nc1nc(-c2ccc(F)c(F)c2)cs1)c1cc([N+](=O)[O-])ccc1N1CCOCC1	5	-8	0	-7	0	1	2	-24	-18	-7
CCc1ccc(/C=C2\SC(=S)N(CCCC(=O)Nc3ccccn3)C2=O)cc1	-50	u	0	-2	-4	-4	28*	73*	-8	-3
CCOC(=O)c1cc(-c2ccccc2)n(CC2CC(c3ccc(OC)cc3)=NO2)n1 (stereo not drawn)	20	3	-1	-3	2	8	-3	-2	0	0
CCN1C(=O)c2cccc3c(S(=O)(=O)Nc4ccncc4)ccc1c23	-8	2	3	6	6	-1	2	2	-40	-6
Cc1oc(-c2ccccc2F)nc1CS(=O)CC(=O)NCc1ccccc1 (stereo not drawn)	-15	-1	-2	1	2	-2	-3	-10	6	-2
COc1cc2c(cc1N/C=C(\C#N)c1nc(-c3ccc(F)cc3)cs1)oc1ccccc12	-8	-3	0	-1	2	-5	-2	-12	-11	-1
COc1ccc(S(=O)(=O)NCCCN2CCCC2=O)cc1OC	-18	-9	-3	-14	8	2	-1	30	6	-4
O=c1ccn([C@@H]2O[C@H](CO)[C@@H](O)[C@H]2O)c(=O)[nH]1	6	-2	2	3	1	-1	-1	-2	-15	1
O=C(NN1CCN(Cc2ccccc2Cl)CC1)c1ccc(Cl)cc1	-12	2	0	-5	-9	-6	-2	25	-5	0
CC(C)(C)Sc1ccc(/C=N/O)cc1[N+](=O)[O-]	-23	-15	-36	0	42	2	3	29	-33	55*
CCOC(=O)c1cnc(SCC(=O)c2ccc(C)cc2)nc1N	14	8	2	-62	7	-1	-3	11	-13	-2
COc1ccc(S(=O)(=O)N2CCC(NC(=O)c3cccc(F)c3)CC2)cc1	14	-1	0	5	-3	-2	1	23	-28	x
Cc1cc(C(=O)N2CCCC(C(=O)c3ccc4ccccc4c3)C2)n(C)n1 (stereo not drawn)	7	1	2	-1	-2	4	5	29	3	-1
COc1ccc(/C=N/N2CCN(Cc3ccccc3)CC2)cc1	-10	-6	2	5	4	-7	-4	-3	-39	-1
CCN(CC(=O)Nc1c(F)cccc1F)C(=O)c1cccc(S(=O)(=O)NCc2ccccc2)c1	-8	1	1	-1	19	x	x	23	x	-2
CN(NS(=O)(=O)c1ccc(Cl)cc1)c1ncc(C(F)(F)F)cc1Cl	15	3	3	8	-6	6	3	12	-10	0
O=C(Nc1cccc([N+](=O)[O-])c1)Nc1cnccn1	-1	-4	0	-12	x	-12	-5	-21	-36	-3
CCCc1c(C(=O)Nc2ccc(F)cc2F)cnn1-c1ccccc1	-18	-8	-7	8	x	8	1	-1	-12	-4
CSc1nc2sc3c(c2c(=O)[nH]1)CCc1ccccc1-3	4	6	-3	4	-3	2	-5	-18	19	x
CCC1=NN(C(=O)C(=O)NCCc2ccccc2)C(O)(C(F)(F)F)C1 (stereo not drawn)	15	7	2	-4	-6	3	0	14	-17	-3
O=C1C2C3c4ccccc4C(c4ccccc43)C2C(=O)N1c1cccc2cccnc12 (stereo not drawn)	-41	-28	-2	2	6	1	-1	17	-8	-4
COC(=O)c1[nH]c2cc(C)ccc2c1NC(=O)CN1CCN(C(=O)c2ccco2)CC1	-5	3	-2	-3	-3	-2	0	-22	-28	0
Cc1nonc1CN(C)C(=O)CC1C(=O)NCCN1Cc1ccccc1F (stereo not drawn)	-11	-7	0	0	-5	-9	-5	19	-35	x
CCCCCCn1c(CN2CCN(C(=O)OCC)CC2)nc2c1c(=O)n(C)c(=O)n2C	3	-4	-3	-3	-2	-1	-1	-13	-41	-4
Cc1ccc(S(=O)(=O)Nc2ncccn2)cc1	35	0	3	-7	-1	3	-4	-1	-12	0
COc1cc(OC)c(NC(=O)c2ccc(F)cc2)cc1Cl	-10	-4	-1	0	3	-5	2	-20	-8	-1
Cn1c(=O)c2c(nc(NCCNC(=O)c3ccco3)n2Cc2ccc(F)cc2)n(C)c1=O	0	6	2	0	-6	-5	-2	0	1	-1

# Next structures follow:
SMILES	HSF-1 act	HSF1 inhib	GSK3B inh	Platelet DG rel	Dyrk1A ADPGlo	IEC-6 cytotox	HSP90 refold inh	aSyn 5UTR inh	KLF5 inh	GSK3A inh
Cc1ccc(CNC(=O)CCC2CCCN(Cc3cccc4cccnc34)C2)o1 (stereo not drawn)	4	-5	1	2	x	3	-5	-8	-6	-1
CCCCOc1ccc(C(=O)NCC2(c3ccccc3)CCOCC2)cc1	2	-3	1	1	0	-1	3	-22	3	3
COc1ccc(NS(=O)(=O)c2ccc(C)c(C(=O)O)c2)cc1	-5	-7	3	14	-3	6	2	9	-15	-5
COC(CNC(=O)c1cc(C(=O)c2c(-c3c(Cl)cccc3Cl)noc2C)c[nH]1)OC	4	8	3	-4	10	1	1	-22	-1	2
Cc1ccc(NC(=O)CSc2nncn2N)cc1C	-15	-6	-5	1	0	7	-3	-8	-26	-1
Cc1ccc(/C(O)=C2\C(=O)C(=O)N(CCN(C)C)C2c2ccccc2F)cc1 (stereo not drawn)	-1	3	1	1	-14	0	0	-31	3	-2
COc1ccc(NC(=O)CSc2cc(C)ccc2C)cn1	0	-4	3	-9	3	-3	-1	-5	-30	0
CCCCNC(=O)c1sc(=S)n2c1[nH]c(=O)c1ccccc12	12	5	2	4	48	-3	-4	-4	-23	-7
O=C(CN1CCN(c2ccc(Cl)cc2)CC1)Nc1ccc(F)cc1	-2	8	0	1	2	0	0	3	-13	-2
Cc1ccc(-c2noc(CN(C(=O)Cc3ccccc3)C(C)C)n2)cc1	-5	5	5	-4	x	0	2	5	-12	-4
COc1cccc(C=Nc2ccccc2C(=O)Nc2ccccc2)c1O	5	8	2	-3	5	2	-5	-71	-46	0
CCSc1nnc(NC(=O)c2cccnc2)s1	8	0	-3	-5	-1	-1	2	-45	-47	-2
CN1CCC(N(C)C(=O)/C(C#N)=C/c2ccc(OC(F)F)cc2)CC1	-9	2	-1	30	2	0	3	4	12	x

# From PubChem BioAssay
